Screening data as filed in PubChem.
ABCB6 inh MLPCN – ABCB6 transporter inhibitors, primary screen, K562-ABCB6 cells, flow cytometry, MLPCN library | fluorescence ratio to DMSO, % at 10 µM | AID 602162, 2011 | K562-ABCB6 porphyrin accumulation, 1 h; stronger effect = lower value | ATP-binding cassette sub-family B member 6 (Homo sapiens), Q9NP58 | 0.19% of 360,000 active;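 active = fluorescence ratio to DMSO below 75%, the collection mean minus 3 SD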;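 note: signal is porphyrin accumulated inside mitochondria; 100% equals median channel fluorescence of DMSO control wells; lower ratio means ABCB6 inhibition with less porphyrin fluorescence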
MC4R barr agon – MC4R agonists recruiting beta-arrestin, primary screen, cell-based, luminescence, agonist arm of biased-ligand search | U2OS MC4R beta-arrestin complementation; percent of melanotan II response, DMSO zero | Melanocortin receptor 4 (Homo sapiens), P32245 | AID 540308, 2011 | activation, % at 8.9 µM | 0.98% of 360,000 active;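 active = activation above a per-plate cutoff, the mean activation of sample wells on that plate plus 3 SD, cut at about 8% in these data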
Glyco luc inh – increase of ERlucT glycosylation luciferase signal, primary screen, N-linked glycosylation inhibitor project, D54 ERlucT cells, luminescence, set 2 | D54 ERlucT glycosylation luciferase reporter, 24 h; percent of 100 nM tunicamycin response | reporter increase, % at 12.5 µM | 0.23% of 360,000 active;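 active = mean luciferase reporter signal, scaled so untreated is 0 and the glycosylation-blocking control 100, at or above a set limit in every replicate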;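 note: luciferase carries N-glycosylation sites so blocking glycosylation raises the light; 0% = median of neutral control wells and 100% = median of 100 nM tunicamycin wells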
Exocytosis inh – LAMP-1 surface exposure blockers, TALL-104 cells – cell-based, flow cytometry, MLPCN library, primary screen; TALL-104 LAMP-1 surface exposure; cells stimulated with thapsigargin and PMA; inhibition, % at 10 µM; 0.66% of 360,000 active; AID 651702, 2012;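 active = inhibition above about 55%, limit read from the data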
iPSC survival up – enhancers of single-cell hiPSC survival, primary screen, ATPlite luminescence; 100% = ROCK inhibitor wells, 0% = DMSO; survival enhancement, % at 20 µM; 0.044% of 360,000 active; in the data active = survival enhancement above about 18%;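 note: cells exposed to compounds for 16 hours before the ATP read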
ABHD5-PLIN5 inh – ABHD5-PLIN5 interaction inhibitors, primary screen, cell lysate, split luciferase complementation, luminescence | 0.78% of 360,000 active | Perilipin-5 (Homo sapiens) + 1-acylglycerol-3-phosphate O-acyltransferase ABHD5 (Homo … | inhibition, % at 4 µM | Split G. princeps luciferase complementation, 4 h;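 active = inhibition above the mean inhibition across every tested compound plus 3 SD, cut at about 22% in these data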;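 note: 0% = DMSO only wells and the 100% control is not disclosed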
Target sequence (Q00G26 whole entry, looked up): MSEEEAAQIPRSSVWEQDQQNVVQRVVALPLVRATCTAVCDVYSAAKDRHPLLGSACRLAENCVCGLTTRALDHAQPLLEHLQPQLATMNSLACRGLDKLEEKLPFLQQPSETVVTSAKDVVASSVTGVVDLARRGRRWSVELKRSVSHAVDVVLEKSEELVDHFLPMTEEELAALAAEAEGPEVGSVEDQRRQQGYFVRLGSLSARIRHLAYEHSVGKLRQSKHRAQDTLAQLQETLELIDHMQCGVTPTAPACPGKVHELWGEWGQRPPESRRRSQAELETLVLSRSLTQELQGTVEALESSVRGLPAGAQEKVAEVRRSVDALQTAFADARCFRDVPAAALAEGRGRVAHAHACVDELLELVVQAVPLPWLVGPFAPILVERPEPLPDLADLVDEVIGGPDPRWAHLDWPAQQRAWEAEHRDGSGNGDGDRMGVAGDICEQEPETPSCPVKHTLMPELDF
Target sequence (Q8WTS1 whole entry, looked up): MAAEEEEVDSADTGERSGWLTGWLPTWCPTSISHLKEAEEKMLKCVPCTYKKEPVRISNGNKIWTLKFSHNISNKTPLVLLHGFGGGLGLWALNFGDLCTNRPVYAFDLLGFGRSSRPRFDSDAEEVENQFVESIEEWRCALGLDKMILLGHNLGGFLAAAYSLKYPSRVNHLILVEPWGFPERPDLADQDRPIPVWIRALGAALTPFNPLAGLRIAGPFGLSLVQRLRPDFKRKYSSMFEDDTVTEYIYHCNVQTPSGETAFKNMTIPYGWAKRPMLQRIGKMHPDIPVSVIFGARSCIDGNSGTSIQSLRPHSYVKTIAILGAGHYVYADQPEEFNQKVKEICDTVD
Cardio protect – cardioprotection against H2O2-induced cell death, primary screen, uHTS, H9c2 cells, ATPLite luminescence. H9c2 cardiomyocytes, H2O2 injury protection, 2 h. protection from H2O2 cell death, % at 20 µM. 0.63% of 360,000 active. AID 588492, 2011;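 active = compounds giving at least 50% protection of heart cells from peroxide-induced death in the single-dose screen, raw or plate-pattern-corrected value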;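 note: 0% = DMSO wells with peroxide and 100% = DMSO wells without peroxide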
aDG glyco up – activators of alpha-DG glycosylation, primary screen, uHTS, Pro5-aDG cells, AlphaScreen; alpha-DG glycosylation AlphaScreen (IIH6); 0% Pro5, 100% B10-LARGE cell signal; activation, % at 10 µM; 0.22% of 360,000 active; AID 624168, 2012;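 active = activation of at least 8% versus controls, or a plate z-score of at least 8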;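 note: Pro5 are CHO cells carrying HIG-tagged alpha-DG that lacks glycosylation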
MC4R antagonist – MC4R antagonists of cAMP signaling, primary screen, cell-based, TR-FRET, antagonist arm of biased-ligand search; Melanocortin receptor 4 (Homo sapiens), P32245; MC4R-expressing cells, MTII-stimulated cAMP, LANCE TR-FRET; inhibition, % at 6.5 µM; 0.48% of 360,000 active;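 active = inhibition above its plate's cutoff, the mean of tested wells on that plate plus 3 SD, cut at about 29% in these data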;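 note: 0% = Melanotan II alone and 100% = Melanotan II plus saturating MCL0020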
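Material – human MC4R-expressing U2OS cells · Repeats – no replicates · Detection – TR-FRET with Eu-cAMP and labeled anti-cAMP, 671 nm · Times – compound 30 min, challenge 1 h, detection 1 h · Compound – single nominal compound dose of 6.5 µM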
HTR2A ag – mouse Htr2a agonists via beta-arrestin recruitment, primary screen, cell-based, luminescence; 5-hydroxytryptamine receptor 2A (Mus musculus), P35363; CHO-K1 mHTR2A beta-arrestin complementation; percent of 30 µM serotonin response; activation, % at 7.6 µM; 0.66% of 360,000 active;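 active = activation above a run cutoff, the mean activation of all tested compounds plus 3 SD, cut at about 14% in these data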;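 note: 0% = plate median of compound wells and 100% = 30 µM serotonin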
Numbers without * were called inactive; x = no result given.

Results follow in this order: ABCB6 inh MLPCN, MC4R barr agon, Glyco luc inh, Exocytosis inh, iPSC survival up, ABHD5-PLIN5 inh, Cardio protect, aDG glyco up, MC4R antagonist, HTR2A ag
- CCCNC(=O)c1ccccc1NS(=O)(=O)c1ccc2c(c1)OCCO2
    103, -1.5, 0, -5, -1.6, 2, 1, -0.1, 7, -6
- CCn1c(SCC(=O)c2cc(C)ccc2C)nc2cc(S(=O)(=O)N3CCOCC3)ccc21
    97, -0.9, -3, 1, -0.4, -5, -7, -0.2, 5, -7
- Cc1cccc(N/N=C/c2ccc(C)s2)c1
    98, -0.7, -2, 61*, 2.5, 2, -6, -0.1, 4, -7
- Cc1ccc(S(=O)(=O)N2CCN(CC(O)c3ccccc3)CC2)cc1 (stereo not drawn)
    96, -2.6, -1, 0, -0.1, 8, -1, 0.0, 2, -5
- Cc1ccc(NC(=O)CN(C)CC(=O)Nc2cccc(F)c2)cc1S(=O)(=O)N1CCCCCC1
    98, -2.5, -3, 4, -0.6, 4, -4, 0.2, 6, -3
- COc1ccc(NC(=O)c2ccc(NC3=NC4CS(=O)(=O)CC4S3)cc2)cc1 (stereo not drawn)
    103, 2.0, 1, -13, 0.0, -13, -4, 0.5, 14, 7
- CC(=O)N1CC2([N+](=O)[O-])CN(C(C)=O)CC([N+](=O)[O-])(C1)C2(C)C
    98, -0.4, 0, -1, 1.1, 8, 1, -0.1, -11, 0
- O=C(COC(=O)c1ccc(F)c(S(=O)(=O)N2CCOCC2)c1)NC1CCCCC1
    102, 0.0, 1, -2, -0.5, 5, 2, -0.1, 7, 8
- Cc1nnc(SCC(=O)N2CCc3ccccc32)n1-c1ccccc1
    97, -1.5, 0, -1, -2.5, 5, 10, -0.1, 3, -3
- Cc1cccc(-n2c(SCC(=O)O)nc3sc4c(c3c2=O)CCC4)c1
    93, -2.3, 3, 3, 0.4, -1, 0, -0.1, -1, 0
- O=S(=O)(N1CCCCC1)N1CCN(c2ccc(F)cc2)CC1
    91, 0.2, 0, 1, 0.7, -8, -3, 0.1, 3, -1
- CSc1ccc(CN(C)CC(=O)NC(=O)NCCC2=CCCCC2)cc1
    98, 0.9, -1, 0, -0.8, -3, -9, 0.1, 6, -2
- COc1ccc(CCN2CC(C(=O)N(C)CCn3nc(C)cc3C)CCC2=O)cc1 (stereo not drawn)
    101, -1.0, 1, -1, -0.4, -2, -5, 0.0, -2, -4
- O=C(CNC(=O)c1ccc(Br)o1)NCc1ccccc1
    105, -3.1, 1, -3, -0.3, 0, 1, 0.2, 2, 0
- CCOc1ccc(CCNC(=O)C2CCN(c3nn4c(=O)cc(C)nc4s3)CC2)cc1OCC
    94, 0.7, 0, -2, 0.1, 0, 3, 0.2, -2, 0
- O=C1NC(Cc2ccccc2)C(=O)Nc2ccc(Br)cc21 (stereo not drawn)
    97, -1.2, 3, -4, -0.4, -2, 2, 0.1, 2, 1
- CCc1ccc(C2CC3C(CN2S(=O)(=O)c2ccc(C)cc2)C(=O)CC(c2ccc(CC)cc2)N3S(=O)(=O)c2ccc(C)cc2)cc1 (stereo not drawn)
    x, x, x, -1, x, -5, x, 0.1, x, -2
- CCOC(=O)C1(C/C(C)=N/NC(N)=O)CC(C)(C)OC1=O (stereo not drawn)
    103, 0.0, 2, -1, 0.5, 6, -5, -0.1, 1, 0
- COc1cc(O)c(C(CC(=O)N2CCN(c3ccccc3)CC2)c2ccc(N(C)C)cc2)c(OC)c1 (stereo not drawn)
    99, -0.6, 1, -5, -2.7, -4, 0, -0.2, 1, -1
- CC(=O)N(c1ccccc1)c1nc(C)cc(C)c1C#N
    104, 0.2, 1, -2, 0.8, 3, 2, -0.1, 17, 0
- Cc1cccc(NC(=O)c2ccccc2-c2ccccc2)c1
    115, 0.1, 2, -1, -0.9, -6, -2, 0.6, 4, 0
- CC1(c2ccc3c(c2)OCCO3)NC(=O)N(CC(=O)Nc2ccccc2F)C1=O (stereo not drawn)
    99, 2.2, 3, -5, -0.3, 16, 0, 1.5, 3, 8
- Cc1ccnc(NC(=O)c2ccc(S(=O)(=O)NCc3ccco3)cc2)c1
    92, -1.5, 0, -4, -0.1, 6, -4, 0.2, 1, -3
- CCN(Cc1ccncc1)C(=O)CCc1nnc(CCc2ccc(OC)cc2)o1
    101, -2.3, 1, 9, 2.0, 2, -1, 0.0, 2, -1
- N#Cc1ccc(-c2ccco2)nc1SCC(=O)c1ccc(Cl)cc1
    205, 1.5, -3, 20, -2.2, 7, -17, 0.0, 5, 2
- Cc1ccc(NC(=O)c2ccc3ccccc3n2)cc1S(=O)(=O)N(C)C
    95, -0.7, -4, 4, -0.7, 2, -8, -0.2, 2, -5
- O=C(CSc1nccc(-c2cccs2)n1)Nc1cccc(Cl)c1
    101, -0.1, -2, 24, -0.1, 0, -2, -0.1, 1, -2
- CCN(Cc1ccccc1)C(=O)CS(=O)(=O)c1ccccc1
    96, -1.9, 1, -1, -0.5, -2, 3, 0.2, 19, -2
- COCCNC(=O)C1(C)CCCN(Cc2ccc3ccccc3c2Br)C1 (stereo not drawn)
    98, -3.3, -3, 10, -1.2, 7, 0, 0.5, 5, 0
- Cc1ccc2nc3c(cc(C(=O)NCCN4CCOCC4)c(=N)n3CCCN3CCOCC3)c(=O)n2c1
    98, -1.2, -3, -10, 0.6, 1, -5, 0.0, -11, 0
- Cc1cccc(OCCCCCN2CCOCC2)c1
    93, 1.1, 0, 9, -0.4, -8, 8, 0.0, 0, -5
- C=C(C(=O)c1ccccc1)C(NC(C)(C)C)c1ccccc1 (stereo not drawn)
    105, -0.1, -19, 0, -2.1, 42*, -15, -0.5, 15, -8
- Cn1c(=O)[nH]c(=O)c2c1nc(N1CCOCC1)n2CCc1ccccc1
    96, 3.3, 3, -7, 4.8, 1, 7, -0.1, 2, -3
- CS(=O)(=O)N1CCC(C(=O)Nc2ccc(C(F)(F)F)cc2)CC1
    102, -1.6, 0, 0, -0.8, 3, -3, -0.1, 0, -4
- Cc1nc(N2CCN(Cc3ccccc3)CC2)[nH]c(=O)c1C
    98, -1.6, 2, 2, -0.3, -2, -2, -0.1, -2, 5
- COc1ccc(-c2n[nH]nc2C2=CC(=O)CC(C)(C)C2)cc1
    93, 1.3, -1, -4, -1.9, 3, -2, 0.3, 5, 1
- Cc1ccc(C)c(OCC(O)CN2CCC(C)CC2)c1C (stereo not drawn)
    90, -0.9, 0, -1, -1.6, -3, -2, 0.4, 4, -8
- Cc1[nH]c2ccccc2c1C(c1ccncc1)N1CCN(c2ccc(F)cc2)CC1 (stereo not drawn)
    101, 1.7, -4, 15, 0.9, -6, -6, 1.6, 6, 0
- CC(C)OCCCNC(=O)Cc1ccc(F)cc1
    103, 0.2, 0, 0, 1.9, 3, -7, 0.8, 7, 4
- Cc1cnc(C(=O)OCC(=O)c2ccc(Cl)cc2)cn1
    98, -2.1, 2, -2, 0.2, -1, 2, 0.4, 5, 1

Reformatted: 4 of the compounds above
CS(=O)(=O)N1CCC(C(=O)Nc2ccc(C(F)(F)F)cc2)CC1
  ABCB6 inh MLPCN: 102; MC4R barr agon: -1.6; Glyco luc inh: 0; Exocytosis inh: 0; iPSC survival up: -0.8; ABHD5-PLIN5 inh: 3; Cardio protect: -3; aDG glyco up: -0.1; MC4R antagonist: 0; HTR2A ag: -4

Cc1nc(N2CCN(Cc3ccccc3)CC2)[nH]c(=O)c1C
  ABCB6 inh MLPCN: 98; MC4R barr agon: -1.6; Glyco luc inh: 2; Exocytosis inh: 2; iPSC survival up: -0.3; ABHD5-PLIN5 inh: -2; Cardio protect: -2; aDG glyco up: -0.1; MC4R antagonist: -2; HTR2A ag: 5

Cc1ccc2nc3c(cc(C(=O)NCCN4CCOCC4)c(=N)n3CCCN3CCOCC3)c(=O)n2c1
  ABCB6 inh MLPCN: 98; MC4R barr agon: -1.2; Glyco luc inh: -3; Exocytosis inh: -10; iPSC survival up: 0.6; ABHD5-PLIN5 inh: 1; Cardio protect: -5; aDG glyco up: 0.0; MC4R antagonist: -11; HTR2A ag: 0

COc1ccc(-c2n[nH]nc2C2=CC(=O)CC(C)(C)C2)cc1
  ABCB6 inh MLPCN: 93; MC4R barr agon: 1.3; Glyco luc inh: -1; Exocytosis inh: -4; iPSC survival up: -1.9; ABHD5-PLIN5 inh: 3; Cardio protect: -2; aDG glyco up: 0.3; MC4R antagonist: 5; HTR2A ag: 1

Going on with the list.
Results follow in this order: ABCB6 inh MLPCN, MC4R barr agon, Glyco luc inh, Exocytosis inh, iPSC survival up, ABHD5-PLIN5 inh, Cardio protect, aDG glyco up, MC4R antagonist, HTR2A ag
- COCCNC(=O)c1ccc2c3n(nc2c1)-c1ccc(Cl)cc1CO3
    99, 0.5, 4, -6, -2.5, 12, -3, 0.6, -1, -4
- Cc1ccc(OCCNC(=O)/C=C/c2ccc([N+](=O)[O-])cc2)cc1C
    101, 0.2, 0, -1, -1.7, 2, -10, -0.1, 5, 1
- CCc1cc2c(=O)nc3n(c2s1)Cc1ccccc1/C3=C(/O)c1cccc([N+](=O)[O-])c1
    106, 0.0, 6, 1, 6.6, 3, -3, 0.1, 1, 1
- O=C(CCNC(=O)c1ccc([N+](=O)[O-])cc1)Nc1ccc(Cl)c(S(=O)(=O)N2CCOCC2)c1
    102, -1.0, 2, 8, 2.2, 1, 8, 0.6, 4, 1
- COc1ccc(CCNC(=O)c2cnc(Cl)c(Cl)c2)cc1
    97, -2.4, 2, -3, 0.3, 9, 5, -0.2, 30*, 0
- C=CCc1cccc(CNc2ccc(Br)cc2)c1O
    98, -0.6, -7, -4, 0.3, -10, -20, 0.8, 2, -3
- O=[N+]([O-])C(/C=C(\Cl)[N+](=O)[O-])=C1N(Cc2ccc(Cl)nc2)CCN1Cc1ccc(Cl)nc1
    87, -1.3, 6, -1, -0.5, 1, -2, 0.0, -9, 9
- O=C(c1nc2ccccn2c1CNCCCn1ncc2ccccc21)N1CCOCC1
    107, 1.6, 3, 3, -0.9, 0, 2, 0.1, -5, 0
- CC1(C)SC(=S)N(NC(=O)Nc2cccc3ccccc23)C1N(O)C(=O)Nc1ccccc1 (stereo not drawn)
    101, -0.5, -2, 3, -1.4, -1, -12, 0.3, 10, 1
- CCCCN(c1ccc(C(=O)OC)cc1)S(=O)(=O)c1ccccc1
    96, -2.5, -1, -6, 3.5, -5, -10, 0.2, 8, -8
- COc1ccc(CCNC(=O)c2cccc(Br)c2)cc1OC
    97, 0.2, 0, 17, -0.5, 6, -4, 0.1, 3, -1
- Nc1ccc(Cl)cc1C(=O)OCC(=O)NC1CCS(=O)(=O)C1 (stereo not drawn)
    92, -1.8, -2, 6, -0.7, 4, 6, 0.0, -3, 2
